GSTO1 inh = inhibitors of recombinant GSTO1, primary screen, counter-screen for RBBP9 inhibitor project, biochemical, fluorescence polarization; Glutathione S-transferase omega-1 (Homo sapiens), P78417; activity-based probe fluorescence polarization; inhibition, % at 5.96 µM; 300,000 compounds, 1.1% hits;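 active = inhibition above the campaign mean inhibition plus 3 SD, cut at about 35% in these data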;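 note: 0% = GSTO1-1 with DMSO and 100% = wells lacking GSTO1-1 enzyme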
Target sequence (P78417 whole entry, looked up): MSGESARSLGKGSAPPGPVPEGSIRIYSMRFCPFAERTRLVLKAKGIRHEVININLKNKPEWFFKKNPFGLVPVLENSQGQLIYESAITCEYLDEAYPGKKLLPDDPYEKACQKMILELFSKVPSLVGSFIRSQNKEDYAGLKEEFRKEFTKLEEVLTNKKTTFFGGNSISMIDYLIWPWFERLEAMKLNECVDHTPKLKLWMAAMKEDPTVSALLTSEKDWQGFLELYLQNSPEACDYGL
LYPLA2 counter = LYPLA2 inhibitors, primary screen, counter-screen for PME1 inhibitor project, biochemical, fluorescence polarization, FP-Rh probe ABPP | Acyl-protein thioesterase 2 (Homo sapiens), O95372 | recombinant LYPLA2 | inhibition, % at 5.9 µM | 320,000 compounds, 0.38% hits | AID 2177, 2009;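 active = inhibition above the screen-wide mean plus 3 SD, limit set per campaign, cut at about 26% in these data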;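 note: 0% = LYPLA2 with DMSO and 100% = wells lacking LYPLA2 enzyme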
ZTA counter = counter-screen for EBNA-1 inhibitors: inhibitors of Epstein-Barr virus ZTA; P03206; ZTA-DNA binding, fluorescence polarization; inhibition, % at 11 µM; 320,000 compounds, 0.15% hits; AID 2234; in the data active = inhibition above about 33%
EBNA-1 inhibitor = EBNA-1 DNA-binding inhibitors, primary screen, biochemical, fluorescence polarization; inhibition, % at 14.8 µM; 300,000 compounds, 0.34% hits; in the data active = inhibition above about 28%
PAFAH2 inh = PAFAH2 enzyme inhibitors, primary screen, biochemical, fluorescence polarization, human; 340,000 compounds, 0.99% hits; AID 492956, 2010; inhibition, % at 3.39 µM; recombinant PAFAH2, FP-rhodamine activity probe; Platelet-activating factor acetylhydrolase 2, cytoplasmic (Homo sapiens), Q99487;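 active = inhibition above the mean over all tested compounds plus 3 SD, cut at about 30% in these data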;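 note: inhibitors block probe labeling of enzyme so polarization drops; 0% = enzyme with DMSO and 100% = wells lacking PAFAH2 protein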
PREPL inhibitor = PREPL enzyme inhibitors, primary screen, biochemical, fluorescence polarization; Prolyl endopeptidase-like (Homo sapiens), Q4J6C6; 320,000 compounds, 0.68% hits; AID 2751, 2010; recombinant PREPL, fluorescence polarization activity-based probe; inhibition, % at 5.96 µM; in the data active = inhibition above about 43%;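 note: 0% = enzyme with DMSO and 100% = wells lacking enzyme; many of its hits are not listed in these tables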
Target sequence (Q4J6C6 whole entry, looked up): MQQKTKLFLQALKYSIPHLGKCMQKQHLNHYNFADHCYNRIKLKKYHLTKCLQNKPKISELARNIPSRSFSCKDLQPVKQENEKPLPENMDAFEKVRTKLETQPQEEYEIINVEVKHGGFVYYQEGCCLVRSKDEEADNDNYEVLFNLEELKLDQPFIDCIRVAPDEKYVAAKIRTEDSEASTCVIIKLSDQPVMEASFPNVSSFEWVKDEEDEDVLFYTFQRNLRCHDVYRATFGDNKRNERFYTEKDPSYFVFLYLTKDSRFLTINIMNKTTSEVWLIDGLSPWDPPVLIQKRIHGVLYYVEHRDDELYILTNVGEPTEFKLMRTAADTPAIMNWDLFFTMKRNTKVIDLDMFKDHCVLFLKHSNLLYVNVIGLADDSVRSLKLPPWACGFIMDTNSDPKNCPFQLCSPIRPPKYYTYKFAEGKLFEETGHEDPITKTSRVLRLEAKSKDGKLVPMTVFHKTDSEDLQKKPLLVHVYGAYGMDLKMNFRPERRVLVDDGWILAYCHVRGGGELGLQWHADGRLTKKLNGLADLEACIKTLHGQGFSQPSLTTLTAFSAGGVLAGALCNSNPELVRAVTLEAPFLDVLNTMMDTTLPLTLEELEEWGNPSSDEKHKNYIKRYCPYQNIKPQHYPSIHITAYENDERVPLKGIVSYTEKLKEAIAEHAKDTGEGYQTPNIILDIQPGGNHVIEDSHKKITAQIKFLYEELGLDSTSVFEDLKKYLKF
LYPLA1 counter = LYPLA1 inhibitors, primary screen, counter-screen for PME1 inhibitor project, biochemical, fluorescence polarization, FP-Rh probe ABPP; 320,000 compounds, 0.16% hits; Acyl-protein thioesterase 1 (Homo sapiens), O75608; inhibition, % at 5.9 µM; recombinant LYPLA1; AID 2174, 2009;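 active = inhibition above the mean of all tested compounds plus 3 SD, set per campaign, cut at about 14% in these data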;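 note: inhibitors block serine hydrolase probe labeling of LYPLA1 so polarization falls; 0% = enzyme with DMSO and 100% = wells lacking LYPLA1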
PAD4 FP inh = human PAD4 inhibitors, primary screen, biochemical, fluorescence polarization, 1536-well format | Protein-arginine deiminase type-4 (Homo sapiens), Q9UM07 | recombinant PAD4, RCA probe fluorescence polarization | inhibition, % at 6.36 µM | 330,000 compounds, 0.41% hits;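 active = percent inhibition above a cutoff equal to the mean of all tested compounds plus 3 SD, cut at about 15% in these data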;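 note: 0% = PAD4 with RCA probe and DMSO and 100% = probe without PAD4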
PAFAH1B3 inh = PAFAH1B3 enzyme inhibitors, primary screen, biochemical, fluorescence polarization, human; recombinant PAFAH1B3, FP-rhodamine probe; inhibition, % at 3.39 µM; 340,000 compounds, 0.28% hits; AID 492972, 2010;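 active = inhibition above the screen-wide average of all tested compounds plus 3 SD, cut at about 25% in these data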;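 note: 0% = enzyme with DMSO only and 100% = wells lacking PAFAH1B3 protein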
* marks the source's active call; other numbers are inactive results; . = not tested or not shown. An excerpt; the hit share may differ from the screen's.

SMILES	GSTO1 inh	LYPLA2 counter	ZTA counter	EBNA-1 inhibitor	PAFAH2 inh	PREPL inhibitor	LYPLA1 counter	PAD4 FP inh	PAFAH1B3 inh
O=c1cc(Nc2cccc(Br)c2)[nH]c(=O)[nH]1	-8.6	-1.9	-5.3	-11.7	.	0.4	-2.4	1.0	.
COCCNC(=O)CN1C(=O)CSc2ncccc21	9.9	-0.6	-7.2	2.6	3.2	6.3	0.8	2.9	7.3
CCOC(=O)C1=C(C)N=C2SC(C(=O)OC)=CC(=O)N2C1c1cccc(OC)c1 (stereo not drawn)	-1.0	-0.3	3.9	9.2	1.3	0.8	1.6	5.4	0.6
CC(=O)N1CCN(C(=O)CCCNC(=O)c2ccc(Cl)cc2)CC1	-0.4	-1.1	-19.6	-4.3	0.4	8.2	1.4	-2.0	0.4
O=C(O)c1nn(CCOc2ccc(Cl)cc2Cl)c(=O)c2ccccc12	2.2	1.4	4.6	-8.9	-1.1	-32.3	1.4	4.0	3.4
Cc1ccc(OCCOCCN2CCN(C)CC2)c(C(C)(C)C)c1	-1.5	3.1	2.6	-3.1	3.8	-5.6	0.7	3.4	-0.4
CC(NC=C1C(=O)OC(C)(C)OC1=O)C(=O)O (stereo not drawn)	-2.1	-2.6	3.9	-7.0	3.6	-0.4	-2.2	-1.9	4.9
CN1CCN(c2ccccc2NC(=O)c2ccc(N3CCCC3)c([N+](=O)[O-])c2)CC1	-3.3	-2.4	0.6	-1.6	1.2	9.9	-2.1	2.2	7.4
C=CCN(CC=C)C(=O)c1ccc(OC2CCN(Cc3ccccn3)CC2)cc1	-8.0	4.4	-23.7	1.5	8.7	-2.5	2.7	2.9	4.1
O=C(NCCCN1CCOCC1)c1cn(-c2ccccc2)nc1-c1ccc(F)cc1	.	.	.	.	-1.0	17.1	.	5.4	-1.6
CC(C)c1cc(C(=O)NC2CCCCC2)no1	1.7	-3.3	2.2	-7.9	9.0	17.0	-1.6	-3.2	6.1
COc1cccc(NC(=O)CN(C)C(=O)Cc2c(C)nc3ccccc3c2C)c1	.	2.3	-6.2	.	12.2	0.5	1.5	-2.6	5.8
COC(=O)c1ccc(NC(=O)CSc2nc3ncccc3[nH]2)cc1	-1.4	-2.4	-7.7	-14.9	0.3	-7.5	-2.6	-1.2	4.1
CCOC(=O)N1CCC(N(CCN(C)C)C(=S)Nc2cccc(SC)c2)CC1	-2.9	-0.2	2.7	-1.6	9.0	-11.9	1.0	-3.7	-0.3
CC(=O)c1cccc(NC(=O)c2cc3ccccn3n2)c1	0.7	-4.3	4.9	5.3	3.3	-2.5	-1.2	-1.5	-4.0
CC(C)=CCN1CCN(Cc2nc(C(C)C)cs2)CC1CCO (stereo not drawn)	-0.3	1.0	-14.6	-3.0	-3.7	15.9	1.4	0.5	-2.5
COc1ccccc1/C=N/NC(=O)NC12CC3CC(CC(C3)C1)C2	-4.0	-2.7	5.3	2.1	1.7	4.5	-2.2	1.2	4.9
CC(=O)Nc1cccc(NC(=O)Nc2ccc(C(C)=O)cc2)c1	3.2	2.9	20.4	-10.2	-6.7	-7.5	-0.8	1.3	0.1
CCOc1ccc(N2CSC3=C(C#N)C(c4ccco4)CC(=O)N3C2)cc1 (stereo not drawn)	30.9	-3.8	8.8	0.6	6.5	23.3	-10.4	0.3	4.9
OC(COCc1ccccc1)CN1CCN(c2ccccc2F)CC1 (stereo not drawn)	2.2	-4.2	14.4	4.6	2.6	-3.9	-5.1	2.4	6.8
COc1ccc(S(=O)(=O)N2CCC(Cc3ccccc3)CC2)cc1NC(C)=O	-1.2	6.8	-1.7	-6.5	-3.2	5.2	1.7	-1.3	9.6
O=C(CN1C2=NCCN2c2ccccc21)c1ccc2c(c1)OCO2	0.9	12.0	-8.1	-3.3	-5.6	16.1	0.2	-3.9	4.2
C/C(=N\NC(=O)C(O)c1ccccc1)c1ccc(Cl)s1 (stereo not drawn)	-0.1	10.2	5.7	8.6	-7.4	4.4	3.6	-1.0	1.3
COC(=O)c1cccc(S(=O)(=O)N(Cc2ccco2)Cc2cc3cc(OC)ccc3[nH]c2=O)c1	-2.4	3.8	8.9	1.4	-1.0	-1.4	0.4	-0.9	6.0
COCCNC(=O)c1cc2nc(-c3ccccc3)cc(C)n2n1	-2.9	-2.2	11.2	-11.7	-1.4	-2.4	-2.5	-8.4	-4.7
Cc1ccc2c(c1)N(C(=O)CCC(=O)NCCCN1CCOCC1)CC(C)O2 (stereo not drawn)	-6.2	1.5	9.1	8.7	3.9	-3.0	1.8	0.1	14.4
CC(C)CNC(=O)c1cccc(NC(=O)CCc2ccccc2)c1	2.0	3.9	2.2	4.4	-2.4	-2.3	-4.7	0.8	0.9
CCOC(=O)CSc1nc(N2CCOCC2)c2c(c1C#N)CC(C)(C)OC2	-0.9	2.9	7.8	2.6	-5.5	1.1	-2.4	-1.6	6.3
Cc1cc(C)cc(NC(=S)Nc2ccc(Cl)c(Cl)c2)c1	-7.0	-4.2	6.7	-4.3	-12.2	0.3	-4.2	-0.2	5.4
O=C(NCc1ccc(F)cc1)Nc1cccc([N+](=O)[O-])c1	-15.4	11.5	-7.9	3.0	-0.8	14.2	7.9	-1.4	9.3
Cc1cc(C)n2nc(SCC(=O)N(CCC#N)c3ccccc3F)nc2n1	.	-2.6	-5.3	.	-1.3	7.8	-1.4	-0.4	7.4
COc1ccc(C(=O)CCc2ccccc2)cc1	5.1	6.2	-7.8	9.6	-7.0	-1.7	0.5	-1.3	5.0
CC(C)OC(=O)C(C)Oc1ccc(C(=O)NCCc2ccccc2)cc1 (stereo not drawn)	4.5	-1.3	15.0	9.1	-1.0	-7.0	-5.7	2.8	-2.7
Cc1ccc2nc(SCC(=O)O)nc(C)c2c1	-6.2	-3.0	-8.0	-21.5	-12.9	-12.9	0.9	-6.4	4.6
O=C(CSc1nc(=O)n2ccccc2n1)N1N=C(c2cccs2)CC1c1ccc(F)cc1 (stereo not drawn)	-10.0	3.4	-14.2	-9.7	2.4	3.4	1.4	1.8	6.2
O=C(CN1C(=O)NC(c2ccc(F)cc2)C1=O)NC1CCCCC1 (stereo not drawn)	.	.	.	.	-0.5	6.8	.	2.0	7.1
O=C(Cn1cccc1C(=O)c1ccccc1)NCc1ccc2c(c1)OCO2	6.0	1.0	-9.3	-0.1	-5.1	11.7	-3.1	-0.7	4.8
NS(=O)(=O)c1ccc(CNC(=O)c2ccc3c(=O)n4c(nc3c2)CCC4)cc1	7.0	2.2	9.4	3.9	-0.1	-3.1	3.0	-4.3	11.3
Cc1cc(OC(C)C(=O)NC2CCN(Cc3ccccc3)CC2)c2c(C)cc(=O)oc2c1 (stereo not drawn)	0.9	2.9	5.0	1.4	-0.9	1.3	1.2	1.1	6.6
COc1ccc(NC(=O)CS(=O)(=O)c2cn(CC(=O)N(C(C)C)C(C)C)c3ccccc23)c(OC)c1	1.4	-3.3	7.6	7.2	8.3	9.6	-4.1	-1.0	1.9
Cc1ccc(C)c2c1sc(=NC(=O)CN1C(=O)CCC1=O)n2C	3.4	8.4	-1.1	7.0	1.9	5.2	1.0	-3.8	4.0
Cc1ccc2nc(-c3ccc(Br)o3)oc(=O)c2c1	-17.5	-13.6	-7.0	4.8	65.8*	0.4	-10.8	-0.7	7.4
CN(CC(=O)Nc1ccc(F)cc1)C(=O)c1cc(-c2ccco2)nc2ccccc12	12.6	-4.8	-0.1	-0.1	6.4	0.7	-1.8	-10.6	-3.2
Cc1ccc(S(=O)(=O)N(C)C)cc1NC(=S)NC(C)CCC(C)C (stereo not drawn)	9.2	-1.8	-0.8	-2.2	6.1	7.0	-2.9	-0.2	5.9
O=C(CCN1CCCCC1)Nc1ccc(Br)cc1	8.4	0.4	3.2	-21.8	4.0	11.4	-2.5	-0.5	-2.2
Cc1c(NC(=O)C(=O)/C=C(/O)c2ccccc2)c(=O)n(-c2ccccc2)n1C	3.5	-3.0	-0.5	9.3	4.2	1.8	-1.2	-1.6	2.5
CS(=O)(=O)N(CC(=O)NCc1ccncc1)c1cc(Cl)cc(Cl)c1	2.6	4.5	2.8	-0.6	-1.9	-0.3	0.3	-0.5	-1.5
O=C(CSC1=NC(=O)C(Cc2ccccc2)C(=O)N1)NC1CCCCC1 (stereo not drawn)	9.7	0.9	10.6	11.9	-2.4	5.3	2.7	4.1	10.1
Cc1ccc(NC(=O)CSc2nnc(CNC(=O)c3cccs3)o2)cc1	-1.4	-1.1	-1.0	-7.7	-6.4	-9.6	1.7	-3.4	2.6
COc1cccc(N(CC(=O)NCC2CCCO2)C(=O)CCC(=O)Nc2nccs2)c1 (stereo not drawn)	2.2	-7.2	-0.9	-11.7	-3.0	17.1	-2.9	-5.7	0.2
COc1ccc(C(=O)C2CCCN(C(=O)CCC3=NNC(=O)CC3)C2)c(C)c1 (stereo not drawn)	2.4	-1.2	14.8	-18.0	4.0	10.1	-1.1	-4.1	-3.2
COc1ccc(CCN(C)CC(O)COc2ccc(C(C)=O)cc2OC)cc1OC (stereo not drawn)	2.1	4.0	15.3	4.1	-8.3	-2.4	-5.2	-0.1	-3.5
CCOC(=O)c1cc(C(=O)c2cc(Cl)ccc2O)coc1=N	-3.4	1.5	7.8	-2.1	-6.0	9.6	-0.1	-4.4	5.6
COc1cc(C(=O)NCCCn2ccnc2)cc(OC)c1OC	-1.9	3.2	-10.7	7.4	1.8	-4.8	-1.8	-4.4	-9.7
COc1ccc(N(Cc2cc3ccccc3[nH]c2=O)S(C)(=O)=O)cc1	-1.2	2.7	-19.9	-1.7	1.0	-2.4	0.5	-5.4	-1.4
Cc1noc(C)c1CSCC(=O)N(C)CC(=O)Nc1ccc(Cl)c(Cl)c1	-3.9	0.0	-8.0	-11.1	4.0	-5.9	0.3	-8.3	1.8
CN(C)c1ccc(Nc2cc(Cl)ncn2)cc1	2.4	-4.3	-11.0	-20.7	3.2	36.6	0.8	4.3	9.0
COc1ccc(COc2cc(-c3cccc(OC)c3)nc3ccc(NC(C)=O)cc23)cc1	0.2	-41.0	11.0	7.1	-44.5	-48.7	-37.7	2.6	-21.7
CCOC(=O)C1C(=O)CC(C)(O)C(C(=O)OCC)C1c1ccc(Br)o1 (stereo not drawn)	5.0	2.6	-6.9	-9.8	.	1.7	3.8	-7.6	.
COc1ccccc1N1CCN(C(=O)CCNS(=O)(=O)c2ccc3c(c2)CCC(=O)N3)CC1	2.4	-0.7	17.0	0.5	2.8	1.2	-2.6	-2.2	7.9
COc1ccc(Cl)cc1Nc1nc2ccc(C)cc2n2cnnc12	-1.4	3.7	9.2	4.3	0.8	8.5	-1.2	2.7	3.1

Single records (already shown). Values in the order: GSTO1 inh | LYPLA2 counter | ZTA counter | EBNA-1 inhibitor | PAFAH2 inh | PREPL inhibitor | LYPLA1 counter | PAD4 FP inh | PAFAH1B3 inh
Results for Cc1ccc(NC(=O)CSc2nnc(CNC(=O)c3cccs3)o2)cc1 = -1.4 | -1.1 | -1.0 | -7.7 | -6.4 | -9.6 | 1.7 | -3.4 | 2.6
Results for COc1ccc(C(=O)C2CCCN(C(=O)CCC3=NNC(=O)CC3)C2)c(C)c1 (stereo not drawn) = 2.4 | -1.2 | 14.8 | -18.0 | 4.0 | 10.1 | -1.1 | -4.1 | -3.2
